# Screening data from PubChem.
# H9c2 TAG inh: inhibitors of triacylglycerol accumulation; H9c2 cells, Nile Red lipid (TAG) fluorescence; cells loaded with 200 µM oleic acid; AID 651582; 230,000 tested, 0.66% active; inhibition, % at 12.5 µM;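 active = pattern-corrected inhibition of lipid staining of at least 50% with the nuclear-stain viability signal not falling by more than 50%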;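 note: 0% = DMSO wells and 100% = triacsin C control wells; some results filed as inactive read as strong as hits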
# H9c2 TAG inh DAPI viability: recorded beside H9c2 TAG inh, whose call it bears; DAPI nuclei signal change (viability), lower = more cytotoxic, %;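 whole-well DAPI fluorescence read on a plate reader as a viability signal; minus 50 percent equals half of cells still viable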
# * hit, by the source's call; & = joins results of further samples. An excerpt; rates above refer to the full screens.
# Sample of the layout, 3 compounds:
SMILES,H9c2 TAG inh,H9c2 TAG inh DAPI viability
COc1ccccc1CNC(=O)CSc1ccc(-c2ccccn2)nn1,5,2
Cc1ccc(C(=O)CCC(=O)OCC(=O)Nc2ccccc2SCC#N)cc1,-13,-6
CCN(CC)S(=O)(=O)c1ccc2c(c1)N(CC(=O)NCCc1ccc(S(N)(=O)=O)cc1)C(=O)CO2,4,1

# The list itself (from the top)
SMILES,H9c2 TAG inh,H9c2 TAG inh DAPI viability
COc1ccccc1CNC(=O)CSc1ccc(-c2ccccn2)nn1,5,2
Cc1ccc(C(=O)CCC(=O)OCC(=O)Nc2ccccc2SCC#N)cc1,-13,-6
CCN(CC)S(=O)(=O)c1ccc2c(c1)N(CC(=O)NCCc1ccc(S(N)(=O)=O)cc1)C(=O)CO2,4,1
CCOC(=O)c1c(CN(C)C)n(-c2ccccc2)c2cc(Br)c(O)cc12,-3,18
O=C(Nc1c[nH]c(=O)[nH]c1=O)OCc1ccccc1,0,10
CC(=O)c1cccc(S(=O)(=O)Nc2cc(C(F)(F)F)ccc2N2CCOCC2)c1,9,1
Cc1ccc(S(=O)(=O)N2CCCC(C(=O)Nc3ccc(C(=O)O)cc3)C2)cc1Cl (configuration not stated),-1,-12
COC(=O)CCC(=O)NNC(=O)C1CC1(c1ccccc1)c1ccccc1 (configuration not stated),2,13
CCc1cccc(OCCn2nc(C(=O)O)c3ccccc3c2=O)c1,-5,-2
Nc1nonc1-c1noc(N2CCCCC2)n1,3,-9
O=C(COC(=O)CCc1ccccc1)Nc1cc(S(=O)(=O)N2CCOCC2)ccc1N1CCCC1,-15,0
CCOC(=O)C(NC=O)(NC(C)(C)C)C(=O)OCC,-9,-5
Cc1ccccc1NS(=O)(=O)c1cccc2nonc12,-2,-1
Cc1cccc(N2CCN(C(=O)c3ccc(NC(=O)C4CCCO4)cc3)CC2C)c1 (configuration not stated),5,2
S=c1ncc2[nH]c(=S)[nH]c2[nH]1,1,2
Cc1ccc(-c2cn3nc(C)c(C)nc3n2)cc1,-23,34
Cn1c(Cn2c(=O)sc3ccccc32)nnc1SCC(=O)Nc1ccc(F)cc1,4,-7
CCc1cc(=O)oc2cc(OCC(N)=O)c(Cl)cc12,-1,-4
CNc1nc(Cl)nc2ncn(C)c12,1,6
CCN(C(=O)COc1cccc2cccnc12)C1CCS(=O)(=O)C1 (configuration not stated),-3,2
CCCN(C(=O)CSc1nnc2ccccn12)C1CCS(=O)(=O)C1 (configuration not stated),6,0
Cc1ccnc(NS(=O)(=O)c2ccc(NC(=O)/C=C/c3ccccc3)cc2)n1,8,-6
COc1ccc(-c2oc(NC(C)=O)c(C#N)c2-c2ccc(OC)cc2)cc1,11,10
Cc1ccc(Cl)cc1-c1cc(C(=O)NCc2ccco2)[nH]n1,-13,2
O=C(C1=C[C@@H](c2ccccc2)C[C@@H](OCc2ccc(CO)cc2)O1)N1CCOCC1,16,-2
O=C(NNC(=O)c1n[nH]c2ccccc12)c1ccccc1,-16,1
O=C(COC(=O)/C=C/c1ccccc1)Nc1ccc2c(c1)OCCO2,-14,3
CCN(CC)C(=O)C1=C(C)N(CCCN2CCCC2=O)C(=O)C(CC(=O)NC2CC2)C1 (configuration not stated),-5,12
CC(=O)Nc1ccc(S(=O)(=O)N2CCN(CCCOc3ccccc3Cl)CC2)cc1,-35,18
COc1ccc(/C=N/NC(N)=S)cc1OC(=O)c1ccccc1,11,-11
Cc1cccc(NC(=O)N2CCc3ccccc3C2)c1C,4,0
Cc1nn(C(C)C)c(C)c1[C@@H]1C[C@H]2CN(Cc3cccc(Cl)c3)C(=O)[C@]23CCCN13,-8,-1
COc1ccc(C(=O)NC(C(=O)OCC(=O)Nc2sccc2C(N)=O)C(C)C)cc1 (configuration not stated),5,-13
Cc1ccc(-c2cn(-c3ccccc3)c3[n+]2CCCS3)cc1,-23&-25,-2&-7
Cc1ccc(NC(=O)CCC(=O)c2cccs2)c(O)c1,0,-11
NCCCC[C@@H]1NC(=O)[C@H](CCC(=O)O)NC(=O)c2cc([N+](=O)[O-])cc(I)c2OCC[C@@H](C(N)=O)NC1=O,-6,1

# Compound profiles, as listed above. Screens in order: H9c2 TAG inh	H9c2 TAG inh DAPI viability
# Entry for Cc1nn(C(C)C)c(C)c1[C@@H]1C[C@H]2CN(Cc3cccc(Cl)c3)C(=O)[C@]23CCCN13 → -8	-1
# Entry for Cc1ccc(-c2cn(-c3ccccc3)c3[n+]2CCCS3)cc1 → -23&-25	-2&-7
# Entry for Cc1cccc(NC(=O)N2CCc3ccccc3C2)c1C → 4	0
# Entry for CC(=O)Nc1ccc(S(=O)(=O)N2CCN(CCCOc3ccccc3Cl)CC2)cc1 → -35	18
# Entry for NCCCC[C@@H]1NC(=O)[C@H](CCC(=O)O)NC(=O)c2cc([N+](=O)[O-])cc(I)c2OCC[C@@H](C(N)=O)NC1=O → -6	1

# Next part:
SMILES,H9c2 TAG inh,H9c2 TAG inh DAPI viability
O=C(CCl)Nc1ccc(S(=O)(=O)NC2=NCCCCC2)cc1,43,-46
CCN1CCN(Cc2cc(=O)oc3ccc(Cl)cc23)CC1,21,-11
CCN(CC(=O)Nc1c(F)cccc1F)C(=O)c1ccc(N2CCCCC2)c([N+](=O)[O-])c1,27,-3
COc1cc(NC(=O)c2ccc3c(c2)C(=O)N(CCC(C)C)C3=O)c(C(=O)O)cc1OC,0,-7
COc1ncc(C2=CC(=O)CC(C)(C)C2)cn1,-1,-1
COc1cc(NC(=O)CSc2nc3[nH]c(=O)cc(O)c3s2)cc(OC)c1OC,5,0
CCCCOc1ccc(C(=O)N/C(=C/C=C/c2ccccc2)C(=O)NCCCO)cc1,-7,1
CC(C)Cc1ccc(CN2CCCC(NC(=O)Cn3cnnn3)C2)cc1 (configuration not stated),6,8
Cc1ccc(C)c(S(=O)(=O)Nc2cc3c4c(c2)CCC(=O)N4CCC3)c1,-15,9
Cc1nc(-c2ccccc2)cc(-c2ccccc2)n1,7,-2
CCc1nc2ccc(C(=O)NCCCN3CCCC3=O)cn2c1N(CC)Cc1cccc(Br)c1,11,-17
CCCC(=O)Nc1nc2ccc(C(=O)OCC)cc2s1,33,0
COc1ccc(C=O)cc1COc1c(F)c(F)cc(F)c1F,-12,2
O=C(c1ccc(Cn2cc(Cl)cn2)o1)N1CCN(Cc2ccc3c(c2)OCO3)CC1,-15,-11
CCCCNC(=O)C1(C)CCCCN1C(=O)c1cc(-c2ccccc2)cs1 (configuration not stated),9,-4
COc1ccc(S(=O)(=O)N2CCOCC2)cc1NC(=O)c1ccc2c(c1)OCCO2,0,2
CC(CN1CCN(C)CC1)OC(=O)c1ccc(F)cc1 (configuration not stated),13,-11
COc1cccc(NC(=O)[C@@H]2CCCN2C(=O)C2CCN(S(=O)(=O)c3ccc(C)cc3)CC2)c1,9,2
O=C(O)Cc1ccc(C(=O)c2ccc(F)cc2)s1,11,-2
COc1ccc(-c2csc(Nc3ccc(S(=O)(=O)Nc4cc(C)on4)cc3)n2)cc1,7,-5
CC1CCc2c(sc(NC(=O)CCCn3cnc([N+](=O)[O-])n3)c2C(N)=O)C1 (configuration not stated),6,-5
C/C(=N\N=C(/N)c1nonc1N)c1ccc2c(c1)OCO2,-2,-10
C[C@@H]1CN([C@@H](C)CO)C(=O)CCCn2nncc2CO[C@@H]1CN(C)S(=O)(=O)c1ccc(-c2ccccc2)cc1,3,-5
CCCCCC(=O)Nc1ccc(C(=O)COC(=O)Cn2cnc3c2c(=O)n(C)c(=O)n3C)cc1,12,1
c1ccc2c(c1)CNC1(CCCCC1)C2,13,-4
COCCN(Cc1ccccc1)C(=O)c1ccc2c(=O)n3c(nc2c1)CCC3,-5,4
NS(=O)(=O)c1cc(C(=O)OCC(=O)Nc2ccc3[nH]c(=O)[nH]c3c2)ccc1Cl,-24,1
C=C(C)Cn1c2ccc(NC(=O)CCOCC)cc2c(=O)n1C,1,15
OCCN1CCN(c2ncnc3c2ncn3[C@H]2CN(Cc3cccc(C(F)(F)F)c3)C[C@@H](CO)O2)CC1,5,9
CN1C(=O)NC(c2ccccc2)C2=C1CN(c1ccc3ccccc3c1)C2=O (configuration not stated),7,-11
Nc1ncccc1OCc1ccc(Br)cc1,-4,6
CCCCC(=O)NC(c1ccc(N(C)C)cc1)c1ccc2cccnc2c1O (configuration not stated),55,-53
N#Cc1ccccc1Cn1c(=O)n(Cc2ccc(C(=O)NCc3ccco3)cc2)c(=O)c2sccc21,1,3
Nc1ccc(CSc2ccc(Cl)cc2)c(Cl)c1,-4,8
OCc1nc2ccccc2n1CC(O)Cn1ccc2ccccc21 (configuration not stated),-32,16
COc1ccc(C(=O)c2c[nH]c(C(=O)NCCCN3CCOCC3)c2)cc1,6,-2
CCCNS(=O)(=O)c1cc(Cl)ccc1OC,1,-1
COc1ccc(CCN(C)C2CCCN(S(=O)(=O)N(C)C)C2)cc1OC (configuration not stated),4,1
O=C(Nc1ccc(N2CCOCC2)cc1)C1CC(O)CN1S(=O)(=O)c1ccc(Cl)cc1 (configuration not stated),3,-9
CCOc1nc(SCCOc2ccccc2)nc(N(C)C)n1,-46,-10
COc1cc(C(=O)NC(C)C2CC3CCC2C3)ccc1OC(F)F (configuration not stated),-6,-8
CCCCN=C1NN=C(c2cccc([N+](=O)[O-])c2)CS1,-14,1
CCOC(=O)COc1ccc(Cl)cc1C1NC(=O)NC(C)=C1C(C)=O (configuration not stated),-10,16
CCCOc1ccc(C(=O)OCC(=O)NCCc2ccc(OCC)c(OCC)c2)cc1OC,46,-6
Cc1ccc(CCNC(=O)C2CCN(C(=O)c3sccc3-n3cccc3)CC2)cc1,-16,-6
CSc1ccccc1C(=O)NC1CC2CCC1C2 (configuration not stated),7,6
CCCCCn1ccc(=O)c2c(C(F)(F)F)nccc21,-1,3
COc1cccc(N2C(=O)C(CC(=O)Nc3ccc(F)cc3)N(C3CCCCC3)C2=O)c1 (configuration not stated),6,0
CC(=O)NC(c1cc(Cl)c2ccccc2c1O)C(C)C (configuration not stated),-4,4
NC(=O)Cn1cc(C(=O)C(=O)N2CCOCC2)c2ccccc21,5,5
CC(C)CC(=O)Nc1ccc2c(c1)oc1ccccc12,4,-7
O=C(CCCCCn1c(=S)[nH]c2ccc(N3CCOCC3)cc2c1=O)NCc1ccc2c(c1)OCO2,-22,26
COc1ccc(C(=O)c2ccccc2C(=O)c2ccccc2)cc1,-36,-6
O=C(O)c1cccc(Sc2ccc(Br)cc2C(=O)O)c1,-3,3
COc1cc2c(cc1OC)C(=Cc1ccc(N(C)C)cc1)C=C2,2,-17
COc1ccccc1C(c1nnnn1C(C)(C)C)N1CCCc2ccccc21 (configuration not stated),-4,-2
CCCCC(NC(=O)c1ccccc1)C(=O)OCC(=O)N1c2ccccc2Sc2ccccc21 (configuration not stated),-14,-5
S=c1[nH]nc([C@@H]2C[C@H]2c2ccccc2)n1-c1ccccc1Cl,13,-6
CC(C)c1ccc(NC(=O)Nc2nnc([C@H]3C[C@H](O)[C@@H](CO)O3)s2)cc1,-7,20
CC[C@]12c3[nH]c4cc(CCC(=O)N(C)C)ccc4c3CCN1C(=O)[C@@H](CC(=O)NCCN1CCOCC1)C[C@@H]2C(=O)N1CCN(C(=O)c2ccco2)CC1,-5,17

# Continuation.
SMILES,H9c2 TAG inh,H9c2 TAG inh DAPI viability
O=C(NCC(c1ccco1)N1CCCC1)c1cc(=O)[nH]c2ccccc12 (configuration not stated),-1,0
Cc1ccc(Nc2nc(N)nc(CN3CCN(Cc4ccc5c(c4)OCO5)CC3)n2)cc1,14,-3
Nc1cc(-c2ccc(Br)cc2)nn1Cc1ccccc1,-14,-7
COc1ccc(-n2cc(C(=O)Nc3cc([N+](=O)[O-])ccc3OC)c3ccccc3c2=O)cc1,3,-4
Nc1ccccc1-c1nnc(SCc2ccccc2F)[nH]c1=O,-4,7
NC1=NC(c2ccc(Cl)cc2)C(C(=O)c2ccccc2)N1 (configuration not stated),20,-17
O=C(COC(=O)/C=C/c1ccc(F)cc1)NC1CC1,-2,4
C/C(NCc1ccccc1)=C(\C#N)C(=O)NCc1ccccc1,-9,54
O=C(Cc1ccc(Cl)cc1)NC1CC1,3,-3
N#CCCN(C(=O)COC(=O)c1ccc(CNS(=O)(=O)c2ccc(F)c(Cl)c2)cc1)c1ccc(F)cc1,0,-4
Cc1cccc(C(=O)NCC(=O)OCc2cc(=O)n3ccsc3n2)c1,-2,5
COc1ccc2ccc(OCC(=O)Nc3cc(C)on3)cc2c1,-13,1
Nc1nc(=S)ss1,2,-7
COc1ccccc1N/N=C1\COC(C)(C)CC1=O,5,1
N#Cc1c(SCC(=O)O)nc(N2CCOCC2)c2c1CCCC2,-7,5
CCCn1c(SCC(=O)Nc2ccc(Cl)cn2)nnc1C1CC1,9,-4
COc1ccc(/C=C/C(=O)N(C)C2CCS(=O)(=O)C2)cc1 (configuration not stated),17,1
S=P(c1ccc(N2CCOCC2)cc1N1CCOCC1)(N1CCOCC1)N1CCOCC1,-5,-1
Cc1ccccc1NC(=O)c1cccnc1,-8,0

# By substructure: those above with a CF3 group.
SMILES,H9c2 TAG inh,H9c2 TAG inh DAPI viability
CC(=O)c1cccc(S(=O)(=O)Nc2cc(C(F)(F)F)ccc2N2CCOCC2)c1,9,1
OCCN1CCN(c2ncnc3c2ncn3[C@H]2CN(Cc3cccc(C(F)(F)F)c3)C[C@@H](CO)O2)CC1,5,9
CCCCCn1ccc(=O)c2c(C(F)(F)F)nccc21,-1,3
